Screening data (PubChem)
LAP4 TOR yeast = yeast TOR pathway LAP4-GFP modulation; S. cerevisiae LAP4-GFP multiplex, flow cytometry GFP, 3 h; median GFP as percent of DMSO wells; GFP response vs DMSO, % at 10 µM; hit rate 0.34% among 320,000; AID 2023;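 active means GFP response vs DMSO above a set limit, about the screen mean plus 3 SD, cut at about 150% in these data; inconclusive means under 70 cell events counted for the yeast strain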
JMJD2C inh = human JMJD2C demethylase inhibition; Q9H3R0; GST-JMJD2C(1-420) H3K9me3 demethylation, DELFIA europium; inhibition, % at 2.35 µM; hit rate 0.069% among 330,000; AID 2099;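 active means more than half of a compound's replicate wells show inhibition beyond 50%, single wells judged on their own value; inconclusive means some, but no more than half, of replicates pass 50% inhibition; inactive means no replicate passes 50% inhibition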;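 further: signal counts dimethyl H3K9 product captured on neutravidin plate; 0% = median of DMSO wells and 100% = 0.3 times that DMSO median; strong numbers were not always called active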
RPL19A TOR yeast = alters RPL19A-GFP fluorescence in TOR pathway yeast screen; percent response vs DMSO, % at 10 µM; S. cerevisiae RPL19A-GFP strain, flow cytometry, 3 h; hits give low values; AID 2025; hit rate 0.3% among 330,000;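 active means percent response vs DMSO below 50%; inconclusive means fewer than 70 events counted for the yeast strain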;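 further: median channel GFP fluorescence of the barcoded RPL19A-GFP strain; ratio of sample median GFP to plate DMSO average so 100% = DMSO; lower means less RPL19A-GFP as with rapamycin TOR inhibition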
Yeast superoxide = caloric restriction mimetics inhibiting age-related superoxide in yeast. S. cerevisiae aged cells, superoxide DHE fluorescence; hits give low values. superoxide response (% of plate mean), % at 10 µM. hit rate 0.18% among 330,000. AID 2690;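 active means superoxide response under a set limit, about three screen SD below normal, cut at about 65% in these data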;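 further: yeast aged for seven days with compound at 30 °C before DHE staining; 100% = average MFI of all compound-treated wells on the plate with controls excluded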
procasp7 counter = counter-screen for procaspase-3 activators: activators of human procaspase-7. P55210. recombinant procaspase-7, Ac-DEVD-pNA absorbance 405 nm; D23A/D198A/D206A triple mutant, cannot self-cleave; scale: DMSO 0, 5 µM enzyme 100. activation, % at 8.5 µM. hit rate 0.093% among 330,000;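 active means percent activation above the screen-wide mean plus 3 SD, cut at about 25% in these data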
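System: Uncleavable procaspase-7 mutant enzyme; Amount: 2 µM procaspase-7 mutant as dispensed; Schedule: 1 h compound preincubation, 2 h substrate cleavage, 25 °C; Measured by: 405 nm absorbance of p-nitroaniline; Evaluation: percent activation from buffer-corrected 0–120 min absorbance change; Control set: low DMSO alone, high DMSO plus 5 µM PC-7.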
MEP2-GFP yeast = yeast TOR pathway MEP2-GFP modulation. S. cerevisiae MEP2-GFP strain, flow cytometry GFP, 3 h; 100% = DMSO control level. GFP response vs DMSO, % at 10 µM. hit rate 0.51% among 330,000;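 active means GFP response versus DMSO above a set limit, roughly screen mean plus 3 SD, cut at about 180% in these data; inconclusive means fewer than 70 cells counted for a yeast strain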;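 further: median GFP fluorescence of the barcode-gated MEP2-GFP cells per well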
AHR act = human AHR activation; P35869; hit rate 2.5% among 320,000; activation, % at 5 µM; AHR-responsive luciferase reporter cells, luminescence; in the data active means activation above about 47%;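 further: 0% = vehicle wells and 100% = reference agonist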
Target sequence (P35869 whole entry, looked up): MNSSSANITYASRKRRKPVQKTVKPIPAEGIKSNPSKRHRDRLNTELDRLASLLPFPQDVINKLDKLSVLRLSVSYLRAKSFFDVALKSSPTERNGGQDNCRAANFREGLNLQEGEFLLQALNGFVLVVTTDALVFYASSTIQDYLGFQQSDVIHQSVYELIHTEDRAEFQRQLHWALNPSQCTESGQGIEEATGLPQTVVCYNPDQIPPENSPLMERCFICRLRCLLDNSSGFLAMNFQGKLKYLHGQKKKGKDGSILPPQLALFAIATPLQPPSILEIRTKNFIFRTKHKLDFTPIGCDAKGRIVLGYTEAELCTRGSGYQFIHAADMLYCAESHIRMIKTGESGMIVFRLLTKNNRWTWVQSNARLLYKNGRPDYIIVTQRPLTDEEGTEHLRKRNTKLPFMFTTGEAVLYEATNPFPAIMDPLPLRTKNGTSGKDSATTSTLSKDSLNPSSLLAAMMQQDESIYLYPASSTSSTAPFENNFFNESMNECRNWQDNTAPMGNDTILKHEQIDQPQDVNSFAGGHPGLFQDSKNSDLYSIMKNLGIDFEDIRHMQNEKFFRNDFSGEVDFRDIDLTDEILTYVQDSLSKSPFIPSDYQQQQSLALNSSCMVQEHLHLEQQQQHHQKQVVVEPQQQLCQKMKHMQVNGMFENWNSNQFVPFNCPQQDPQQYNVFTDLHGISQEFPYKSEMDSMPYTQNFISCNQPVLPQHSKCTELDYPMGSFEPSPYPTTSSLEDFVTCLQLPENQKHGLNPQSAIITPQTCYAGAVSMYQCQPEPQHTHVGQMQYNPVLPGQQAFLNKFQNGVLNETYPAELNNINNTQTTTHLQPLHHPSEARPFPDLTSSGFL
procasp3 activ = procaspase-3 (human) activation. P42574. recombinant procaspase-3 D3A, Ac-DEVD-pNA absorbance 405 nm. activation, % at 8.5 µM. hit rate 0.11% among 330,000. AID 463141;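 active means activation above the mean of all tested compounds plus 3 SD, cut at about 21% in these data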;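 further: 0% = DMSO alone and 100% = DMSO wells spiked with extra 5 µM PC-3 D3A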
Target sequence (P42574 whole entry D9A/D28A/D175A): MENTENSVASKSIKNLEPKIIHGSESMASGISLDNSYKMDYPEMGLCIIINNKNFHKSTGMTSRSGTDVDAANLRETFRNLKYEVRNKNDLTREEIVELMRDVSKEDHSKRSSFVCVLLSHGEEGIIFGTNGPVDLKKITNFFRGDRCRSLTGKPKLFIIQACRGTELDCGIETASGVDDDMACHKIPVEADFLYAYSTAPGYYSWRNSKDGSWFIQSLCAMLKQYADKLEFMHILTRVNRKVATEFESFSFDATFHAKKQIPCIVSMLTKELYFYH
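Assay system – Procaspase-3 D3A mutant · Benchmarks – DMSO low control, extra-enzyme high control · Technique – 405 nm absorbance of p-nitroaniline, reads at 0 and 120 min · Doses – 8.5 µM nominal · Measure – % activation between DMSO and enzyme-spiked controls · Also added – Ac-DEVD-pNA chromogenic peptide substrate · Schedule – 1 h compound preincubation, 2 h substrate hydrolysis at 25 °C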
* marks the source's active call; other numbers are inactive results; ? = inconclusive; . = not tested or not shown; [ ] = remark or other dose.

SMILES | LAP4 TOR yeast | JMJD2C inh | RPL19A TOR yeast | Yeast superoxide | procasp7 counter | MEP2-GFP yeast | AHR act | procasp3 activ
Cn1nnnc1SCC(=O)Nc1nc2c(F)c(F)c(F)cc2s1 | 88.4 | 3.9 | 99.2 | 101.1 | -2.5 | 94.5 | 8.2 | 4.9
Cc1cc(OCCn2ccnc2)cc(C)c1Cl | 97.2 | 1.3 | 104.5 | 100.0 | 1.8 | 107.9 | 80.4* | 7.3
CC(=NCC1CCNCC1)C1=C(O)CC(C)(C)CC1=O | 102.3 | -1.4 | 103.0 | 100.5 | 3.7 | 104.2 | -2.3 | -1.0
CCNC(=O)COC(=O)c1cc(=O)[nH]c2ccccc12 | 98.2 | 15.4 | 101.6 | 111.1 | -4.7 | 103.2 | 2.4 | 4.0
C=CCc1cccc(/C=N/c2nc3ccccc3n2CC)c1O | 99.1 | 0.0 | 99.4 | 110.8 | 1.3 | 101.5 | 3.4 | 7.4
C=CCN(c1cccc(C(F)(F)F)c1)S(=O)(=O)c1cccc(C(=O)OCC(=O)NCCC)c1 | 98.5 | -13.0 | 105.5 | 93.8 | -1.2 | 102.3 | 3.2 | -4.8
CCCC(=O)Nc1ccc(C(=O)Nc2nc(CC(=O)OCC)cs2)cc1 | 95.9 | -8.6 | 96.6 | 97.1 | 12.3 | 102.4 | -0.5 | 0.5
COc1ccc(C(=O)OCC(=O)N2CCc3ccccc3C2)cc1OC | 94.8 | 0.3 | 99.5 | 87.5 | 14.1 | 108.9 | 0.3 | 1.4
CCC(Sc1ncnc2c1nnn2-c1ccc(F)cc1)C(=O)OC (stereo unspecified) | 112.4 | -3.5 | 93.9 | 97.4 | -3.5 | 98.8 | 4.4 | 2.5
CCOC(=O)c1c(NC(=O)c2noc(C)c2[N+](=O)[O-])sc(C(C)=O)c1C | 94.9 | ? | 99.2 | 95.6 | -1.5 | 107.5 | 12.4 | 4.9
CCN(CC(=O)Nc1c(F)cccc1F)C(=O)Cc1csc(-c2ccc(OC)c(OC)c2)n1 | 96.9 | 6.8 | 85.8 | 104.8 | 9.7 | 91.1 | -0.1 | -4.5
O=C(Nc1nn[nH]n1)c1cccc(Oc2ccccc2)c1 | 99.5 | -3.4 | 103.3 | 99.3 | 4.8 | 109.3 | -0.3 | 1.6
O=C(CCNC(=O)c1ccc(Br)cc1)Nc1ncccc1O | 118.0 | -2.2 | 111.3 | 98.6 | 4.0 | 115.8 | 6.3 | -1.2
COc1ccc(N(CC(=O)Nc2ccccc2C(N)=O)S(=O)(=O)c2ccc(C)c([N+](=O)[O-])c2)cc1 | 112.4 | 5.9 | 93.2 | 100.6 | 11.8 | 101.3 | 7.1 | 9.4
Cc1ccc(CNC(=O)C(Cc2ccccc2)NS(=O)(=O)c2ccc(Br)s2)cc1 (stereo unspecified) | 96.8 | -4.0 | 102.1 | 128.7 | 12.3 | 102.5 | -0.9 | 4.0
O=C(Cc1ccccc1)Nc1c(C(=O)N2CCOCC2)cnn1-c1ccccc1 | 91.8 | -7.7 | 94.8 | 78.6 | 2.7 | 95.2 | 0.5 | -4.5
CC(C)(C)OC(=O)N1CCC(NC(=O)c2nc[nH]c2C(=O)N2CCN(C(=O)OC(C)(C)C)CC2)CC1 | 103.6 | -1.4 | 103.8 | 115.1 | 9.1 | 98.5 | -0.2 | -2.8
Cn1c(CBr)c(C(=O)c2ccc([N+](=O)[O-])cc2)c(=O)n(C)c1=O | 113.2[may fluoresce violet] | -4.1 | 54.7[may fluoresce violet] | 84.1 | 2.5 | 444.2*[may fluoresce violet] | -2.3 | -4.1
Cc1ccc(S(=O)(=O)Nc2cccc(C(=O)NCC(c3ccccc3)N(C)C)c2)cc1F (stereo unspecified) | 107.2 | 4.4 | 98.7 | 96.9 | -6.2 | 95.0 | -1.0 | -2.2
COc1ccc(S(=O)(=O)NCC(=O)N(CC(=O)NCC2CCCO2)Cc2ccc(F)cc2)cc1 (stereo unspecified) | 89.7 | 9.7 | 104.2 | 109.3 | -5.0 | 100.3 | -1.7 | -12.6
CC(C)Cc1c2c([nH]c(=S)c1C#N)CCCC2 | 99.5 | 4.4 | 94.0 | 105.9 | 5.2 | 97.5 | 0.5 | 2.4
Fc1ccc(CN2CCN(c3ncccn3)CC2)c(F)c1 | 94.2 | 6.8 | 102.0 | 103.6 | -8.9 | 103.7 | -1.4 | 4.6
O=C(CSc1nc2ccccc2c(=O)n1CC1CCCO1)Nc1ccccc1Cl (stereo unspecified) | 99.5 | 4.4 | 102.1 | 98.6 | -2.7 | 87.1 | 0.1 | -0.1
Cc1ccc(NCC(=O)N=Nc2c(O)[nH]c3ccc([N+](=O)[O-])cc23)cc1 | 109.0 | 6.9 | 103.1 | 119.3 | 2.0 | 106.7 | 124.5* | 0.3
CCCCC(=O)Nc1nnc(S(=O)(=O)N(CC)c2ccc(OC)cc2)s1 | 94.1 | 6.0 | 104.6 | 105.9 | . | 107.4 | . | .

Structures listed so far shown as hits in AHR act.
structure	LAP4 TOR yeast	JMJD2C inh	RPL19A TOR yeast	MEP2-GFP yeast	AHR act	procasp3 activ
Cc1cc(OCCn2ccnc2)cc(C)c1Cl	97.2	1.3	104.5	107.9	80.4*	7.3
Cc1ccc(NCC(=O)N=Nc2c(O)[nH]c3ccc([N+](=O)[O-])cc23)cc1	109.0	6.9	103.1	106.7	124.5*	0.3

The list goes on.
SMILES | LAP4 TOR yeast | JMJD2C inh | RPL19A TOR yeast | Yeast superoxide | procasp7 counter | MEP2-GFP yeast | AHR act | procasp3 activ
CC1(C)COC(c2coc3ccccc3c2=O)OC1 | 101.2 | 1.4 | 100.5 | 97.9 | -2.5 | 102.3 | 12.3 | 1.0
FC(F)(F)c1nnc2sc(-c3cccs3)nn12 | 102.5 | -3.8 | 98.2 | 83.9 | 7.9 | 107.4 | 2.0 | 4.1
CC(C)C[C@H](NC(=O)c1nc[nH]c1C(=O)N[C@@H](CCCCNC(=O)OC(C)(C)C)C(=O)OC(C)(C)C)C(=O)OCc1ccccc1 | 89.2 | 6.1 | 103.1 | 94.8 | -7.5 | 104.5 | 6.9 | 0.6
COc1ccc(CCNC(=O)CSc2nc(C)cc(C)n2)cc1OC | 94.7 | -2.2 | 117.1 | 96.1 | 2.0 | 109.8 | -1.7 | -9.3
C/C(=N/NC(=O)CN(c1ccccc1)S(=O)(=O)c1ccccc1)c1ccccc1O | 94.6 | 8.2 | 106.4 | 91.9 | -20.2 | 111.1 | 29.0 | -14.5
Cn1ncn2c(=O)c3c(nc12)-c1ccccc1CC31CCCC1 | 117.6 | -7.7 | 92.8 | 97.0 | 7.1 | 92.8 | -0.1 | 1.9
Cc1ccc(-c2csc(N3CCN(CCCn4c(C(F)(F)F)nc5ccccc54)CC3)n2)cc1 | 133.8 | -0.8 | 95.3 | 98.4 | 10.2 | 89.3 | 10.0 | 0.3
Oc1ccc(CN2CCCCC2)nc1-c1ccccc1 | 101.5 | 13.4 | 101.3 | 90.6 | -1.1 | 102.8 | 0.4 | 4.2
Clc1cc(-c2ccc(/C=N/n3cnnc3)o2)ccc1Br | 101.4 | 2.8 | 103.6 | 102.3 | 0.3 | 97.3 | 11.2 | 7.2
CCCCn1c(SCC(=O)c2ccc(OCC)cc2)nc2cc(S(N)(=O)=O)ccc21 | 97.0 | 8.5 | 103.4 | 105.1 | -5.0 | 103.3 | 48.4* | -8.0
Cc1ccccc1N1C(=O)CC(c2c[nH]c3ccccc23)C1=O (stereo unspecified) | 106.6 | 2.3 | 108.0 | 100.7 | 8.5 | 102.3 | 5.6 | 4.7
CCc1ccc(NC(=S)N(Cc2cccnc2)Cc2ccco2)cc1 | 88.4 | . | 92.4 | 95.9 | -0.6 | 92.9 | 8.3 | -2.8
Nc1ncc(Br)cc1S(=O)(=O)NCCC(=O)NC1CCCCC1 | 108.6 | 2.8 | 99.6 | 95.6 | 0.0 | 97.6 | 0.3 | 13.2
CSc1ncccc1C(=O)NC1CCCCCC1 | 108.5 | -5.8 | 97.2 | 99.2 | 5.8 | 95.0 | 0.0 | 6.4
Cc1ccc(C(=O)Nc2ccc3c(c2)OCO3)o1 | 94.5 | -3.8 | 99.8 | 96.0 | -4.2 | 99.4 | 122.0* | -5.6
COc1ccc(C(=O)Nc2ccc(Cl)c(S(=O)(=O)N3CCOCC3)c2)cc1 | 100.9 | 8.3 | 99.5 | 96.1 | -23.1 | 102.4 | 12.2 | -15.8
COc1ccc(CCN2C(=O)CS/C2=N\NC(=O)c2cccs2)cc1OC | 99.4 | -5.8 | 102.3 | 97.3 | 4.5 | 106.9 | 69.1* | 2.5
CCOC(=O)N1CCN(C(=O)/C(=C/c2ccc(Br)cc2)NC(=O)c2ccc(OC)cc2)CC1 | 97.5 | -5.9 | 102.6 | 84.2 | 3.8 | 100.9 | -0.7 | 8.9
COc1ccc(CNC(=O)COC(=O)CN2C(=O)C(C)Oc3ccc(C)cc32)cc1 (stereo unspecified) | 100.3 | -0.8 | 101.4 | 109.9 | 4.4 | 102.7 | 2.4 | -5.5
Cn1nc(C(=O)NNC(=O)c2cccc(Cl)c2)c2ccccc2c1=O | 102.1 | 6.3 | 92.5 | 83.3 | 25.9* | 91.2 | -1.3 | 10.1
CCc1ccc(S(=O)(=O)NCc2ccc(N3CCN(C)CC3)cc2)cc1 | 119.5 | 4.8 | 105.0 | 106.8 | -3.1 | 110.9 | -0.2 | 7.5
CCOC(=O)C1C(c2ccc(C)o2)NC(=O)NC1(O)C(F)(F)F (stereo unspecified) | 93.0 | -1.8 | 103.4 | 104.8 | 0.9 | 105.4 | 3.8 | -0.5
O=[N+]([O-])c1ccc(N2CCN(c3ccccc3O)CC2)c(Cl)c1 | 98.7 | 0.0 | 104.2 | 104.3 | -5.7 | 102.8 | -7.2 | -7.4
COc1cccc(C(=O)NNC2=C(C(=O)C(F)(F)F)CCC2)c1 | 105.5 | 2.2 | 97.1 | 111.8 | 4.4 | 96.6 | 15.6 | -5.1
O=C(NC1CCCC1)C1CCC(=O)N1C1CCCC1 (stereo unspecified) | 90.4 | 11.4 | 91.8 | 109.9 | -11.7 | 94.9 | 1.5 | -0.3
COc1cc2c(cc1OC)/C(=C/C(=O)c1ccc(NC(C)=O)cc1)NCC2 | 98.8 | -8.4 | 94.8 | 99.6 | 0.5 | 99.2 | 9.7 | -3.5
COc1cccc(N2CCN(C(=O)CCSCc3ccccc3F)CC2)c1 | 101.1 | 3.4 | 104.7 | 92.8 | 5.4 | 102.9 | 1.8 | -2.5
O=[N+]([O-])c1ccc(O)c(/C=N/Nc2ccccn2)c1 | 236.8* | -13.9 | 66.5 | 71.0 | -5.5 | 122.3 | 3.9 | -6.7
O=C(CCCCCN1C(=O)c2ccccc2C1=O)Nc1ccc(C(=O)O)cc1 | 86.7 | -2.3 | 104.8 | 86.6 | -7.4 | 104.9 | 0.1 | -7.3
Cc1ccc2cc(C#N)c(SCC(=O)N3CCCc4ccccc43)nc2c1 | 107.4 | 7.6 | 102.7 | 91.1 | -2.2 | 121.0 | 6.0 | -2.0
